TAAR1 antagonist – antagonists of human TAAR1; CHO RD-HGA16 TAAR1, Fluo-8 calcium fluorescence, antagonist; inhibition, % at 3 µM; 360,000 compounds, 1.5% hits; AID 624466;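 active = inhibition above a per-plate cutoff, the mean inhibition of test compounds on that plate plus 3 SD, cut at about 49% in these data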;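 note: 0% = DMSO plus EC80 beta-PEA response and 100% = DMSO alone without agonist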
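System: CHO RD-HGA16 cells bearing hTAAR1. Reagent: EC80 β-phenethylamine stimulus. Schedule: seeding 17-24 h prior, 75-min 37 °C, 30-min RT dye loading. Signal: Fluo-8 intracellular calcium dye fluorescence, real-time kinetic reads. Read-out: % inhibition from peak post-agonist over basal fluorescence ratio. Benchmarks: vehicle wells and EC80 agonist wells. Replicates: n of 1.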
M1 PAM parental – nonselective activator or artifact in parental CHO-K1 calcium assay | 360,000 compounds, 0.02% hits | AID 602247 | activation, % at 3 µM | ATP EC20, Fluo-8 calcium fluorescence; 0% at ATP EC20, 100% at ATP max;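 active = activation above the run cutoff, the mean activation of all test compounds plus 3 SD, cut at about 40% in these data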;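 note: peak over basal fluorescence ratio in a 140 s read after ATP addition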
CHO-K1 Ca antag – nonselective inhibitor or artifact in parental CHO-K1 cells | AID 602250 | inhibition, % at 3 µM | ATP-induced calcium, Fluo-8 fluorescence | 360,000 compounds, 0.6% hits;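 active = inhibition above a per-plate cutoff, the plate's mean sample inhibition plus 3 SD, cut at about 24% in these data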;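 note: 0% = DMSO plus EC80 ATP and 100% = DMSO alone without ATP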
M1 ag parental – nonselective activator or artifact in parental CHO-K1 cells; Fluo-8 calcium fluorescence; scaled to maximal ATP response, vehicle zero; activation, % at 3 µM; 360,000 compounds, 0.48% hits; in the data active = activation above about 15%;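 note: untransfected CHO-K1 host cells lacking M1 receptor as counterscreen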
CHRM1 agonist – human M1 muscarinic receptor agonism; P11229; CHO-K1 hM1, Fluo-8 calcium fluorescence, agonist mode; 0% DMSO, 100% acetylcholine EC100; activation, % at 3 µM; 360,000 compounds, 0.33% hits;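 active = activation above the run's mean compound activation plus 3 SD, cut at about 16% in these data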;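 note: peak over basal fluorescence ratio within a 140 s kinetic read after compound addition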
Target sequence (P11229 whole entry, looked up): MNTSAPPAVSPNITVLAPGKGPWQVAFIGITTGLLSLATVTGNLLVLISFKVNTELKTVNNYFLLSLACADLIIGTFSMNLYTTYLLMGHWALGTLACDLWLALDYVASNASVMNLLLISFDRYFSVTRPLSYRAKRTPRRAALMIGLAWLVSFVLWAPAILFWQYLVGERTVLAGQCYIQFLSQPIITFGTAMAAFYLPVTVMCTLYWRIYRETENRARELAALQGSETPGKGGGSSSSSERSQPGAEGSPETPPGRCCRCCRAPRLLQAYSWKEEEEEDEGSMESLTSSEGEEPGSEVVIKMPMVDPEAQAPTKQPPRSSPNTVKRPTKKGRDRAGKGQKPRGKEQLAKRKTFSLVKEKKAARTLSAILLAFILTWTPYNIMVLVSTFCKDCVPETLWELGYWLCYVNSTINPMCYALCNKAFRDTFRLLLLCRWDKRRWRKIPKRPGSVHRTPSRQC
OXTR potentiator – potentiators of human oxytocin receptor. CHO-OTR cells, Fluo-8 calcium fluorescence, potentiator mode; 0% = oxytocin EC15, 100% = EC100. activation, % at 3 µM. 320,000 compounds, 0.061% hits;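 active = activation above that plate's cutoff, the mean activation of tested compounds plus 3 SD, cut at about 6.6% in these data, passing the limit was not always enough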;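 note: 100% uses oxytocin at 75 nM as the full agonist control; some results filed as inactive read as strong as hits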
Target sequence (P30559 whole entry, looked up): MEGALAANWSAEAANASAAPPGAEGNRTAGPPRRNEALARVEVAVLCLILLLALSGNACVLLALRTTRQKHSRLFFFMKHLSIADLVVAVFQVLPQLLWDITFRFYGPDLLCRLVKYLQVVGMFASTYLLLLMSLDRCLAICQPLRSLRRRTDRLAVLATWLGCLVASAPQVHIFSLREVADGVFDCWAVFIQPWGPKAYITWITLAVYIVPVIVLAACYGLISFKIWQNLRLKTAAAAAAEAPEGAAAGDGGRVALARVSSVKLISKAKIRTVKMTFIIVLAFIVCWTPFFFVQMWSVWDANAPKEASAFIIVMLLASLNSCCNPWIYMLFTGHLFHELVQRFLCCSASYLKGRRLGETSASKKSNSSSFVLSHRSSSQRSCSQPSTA
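System: human OTR in CHO cells; Also added: sub-maximal oxytocin, roughly EC15; Timing: compound 6 min at room temperature before oxytocin, 100 s read; Technique: Fluo-8 intracellular calcium fluorescence, ex 470-495, em 515-575 nm; Controls: oxytocin EC15 low and EC100 high; Replication: singlicate.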
CHRM1 antagonist – human CHRM1 antagonism; P11229; CHO-K1 hM1, Fluo-8 calcium fluorescence, ACh EC80 antagonist; inhibition, % at 3 µM; 360,000 compounds, 1.3% hits; AID 588852;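 active = percent inhibition above its own plate's cutoff, namely the mean of that plate's compound wells plus 3 SD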;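 note: peak over basal fluorescence ratio during 140 s after agonist addition; 0% = ACh EC80 plus DMSO and 100% = DMSO alone without agonist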
TAAR1 ag – human TAAR1 agonism. 360,000 compounds, 0.99% hits. CHO RD-HGA16 TAAR1, Fluo-8 calcium fluorescence; vehicle wells 0%, saturating PEA agonist 100%. AID 624467. activation, % at 3 µM;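 active = activation above the mean activation of all test compounds in the run plus 3 SD, cut at about 38% in these data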
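Assay system – CHO-derived RD-HGA16 cells with stable Gα16 and human TAAR1 · Compound dosing – one-point dosing at 3 µM (nominal) · Incubation – 17-24 h seeding, 75 min 37 °C dye, 30 min RT · Measured by – kinetic Fluo-8 calcium fluorescence · Control set – DMSO vehicle as 0%, PEA at EC100 as 100% · Repeats – single well for each compound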
CHO parental Ca – signal in parental CHO cells, OX1R antagonist counter-screen; 330,000 compounds, 0.63% hits; parental CHO-K1, ATP-induced calcium, Fluo-8 fluorescence; inhibition, % at 5.6 µM;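 active = inhibition above that plate's mean sample inhibition plus 3 SD, cut at about 26% in these data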;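 note: 0% = ATP-challenged DMSO wells and 100% = DMSO wells without ATP; some compounds past the cut are filed as inactive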
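Material: parental CHO cells / Compound: single nominal dose of 5.6 µM per compound / Signal: Fluo-8 fluorescence / Replicates: singlicate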
* hit, by the source's call; · = not tested or not shown.

Field names – A = TAAR1 antagonist; B = M1 PAM parental; C = CHO-K1 Ca antag; D = M1 ag parental; E = CHRM1 agonist; F = OXTR potentiator; G = CHRM1 antagonist; H = TAAR1 ag; I = CHO parental Ca
smiles: O=C(NC1CCOCC1)C1CCC(=O)N(Cc2ccc(Cl)cc2)C1 (configuration not stated)
  A: -11; B: 24; C: 3; D: 0.3; E: 0; F: -2; G: -15; H: 2; I: 1
smiles: Cc1ccccc1CNC(=O)CN(c1ccccc1Cl)S(C)(=O)=O
  A: -11; B: 8; C: -2; D: 0.7; E: -7; F: -3; G: -3; H: 3; I: -7
smiles: COc1ccc2sc(N3C(=O)C4CC=C(C)CC4C3=O)nc2c1 (configuration not stated)
  A: -4; B: 26; C: -16; D: 1.3; E: -2; F: 4; G: -7; H: 2; I: -13
smiles: CCOC(=O)C1=C(COc2ccccc2)NC(=O)NC1c1ccc(Br)cc1 (configuration not stated)
  A: 34; B: -9; C: 2; D: -1.0; E: 0; F: -2; G: -9; H: 7; I: -35
smiles: CCN1CCN(c2cc(C)c3cc(NC(=S)N4CCOCC4)ccc3n2)CC1
  A: 3; B: 14; C: -6; D: 1.1; E: -5; F: -6; G: -20; H: 1; I: 7
smiles: Cc1cc(O)c2c(c1O)C(=O)[C@]13C(=C2O)C(=O)[C@@H]2[C@@H](O)[C@H]1[C@@H]1[C@H](O)[C@H]3C(=O)C3=C(O)c4c(O)cc(C)c(O)c4C(=O)[C@]312
  A: ·; B: -3; C: -9; D: 0.2; E: -1; F: -3; G: -8; H: ·; I: 19
smiles: COc1ccc(-c2nc(CSCC(=O)N3CCN(c4cccc(C)c4)C(C)C3)c(C)o2)cc1OC (configuration not stated)
  A: 22; B: 23; C: -14; D: 5.0; E: -4; F: -5; G: -3; H: 1; I: -39
smiles: COc1ccc(-c2cc(C(=O)O)c3c(C)nn(-c4ccccn4)c3n2)cc1
  A: 7; B: ·; C: ·; D: ·; E: ·; F: 5; G: ·; H: 11; I: -2
smiles: O=C(CSc1ccsc1[N+](=O)[O-])N1CCCCC1
  A: -10; B: 13; C: -16; D: 0.2; E: -9; F: -1; G: 9; H: 2; I: -4
smiles: O=C(O)c1ccc(-c2noc(-c3cccc(Cl)c3)n2)cc1
  A: 12; B: 11; C: -8; D: 0.1; E: -1; F: -4; G: -5; H: 1; I: -4
smiles: CCCn1c(C)cc(-c2csc(NC(=O)CCc3nc4ccccc4c(=O)[nH]3)n2)c1C
  A: -21; B: 11; C: -4; D: 0.4; E: -5; F: 0; G: 2; H: 3; I: -13
smiles: OCCN(CCCn1c(-c2ccncc2)nc2ccccc21)c1nc(CN2CCCCC2)cs1
  A: 0; B: -15; C: 13; D: 0.1; E: -10; F: -4; G: 30; H: 5; I: -10
smiles: CCC(=O)c1ccc(OCC(=O)N(CC)CC2COc3ccccc3O2)cc1 (configuration not stated)
  A: -14; B: 16; C: -14; D: 2.9; E: -2; F: ·; G: -7; H: 3; I: ·
smiles: CCN(CC)S(=O)(=O)c1ccc(C(=O)N2CCN=C2SC)cc1
  A: 10; B: 10; C: -15; D: 0.4; E: 0; F: -7; G: -10; H: 1; I: -3
smiles: O=C1CC(c2ccncc2)c2cc3c(cc2N1)OCO3 (configuration not stated)
  A: 4; B: 26; C: -7; D: 0.9; E: -3; F: 3; G: -16; H: -1; I: -9
smiles: CCOC(=O)CSc1nsc(SCC(=O)OCC)c1C#N
  A: 11; B: -9; C: 20; D: 0.0; E: -5; F: -7; G: 0; H: 1; I: 4
smiles: Cc1ccc(CN(C)C(=O)CCNC(=O)c2ccc(Cl)cc2)o1
  A: -9; B: -4; C: -4; D: 0.5; E: -7; F: ·; G: -5; H: 2; I: ·
smiles: COc1cccc2c3cccc(OC)c3c3[nH]cnc3c12
  A: -25; B: -10; C: -3; D: 0.2; E: -5; F: ·; G: 5; H: 2; I: ·
smiles: COc1ccccc1N(CC(=O)N1CCCCC1C)S(=O)(=O)c1ccc(Cl)cc1 (configuration not stated)
  A: -6; B: 22; C: -11; D: 0.5; E: -9; F: ·; G: -27; H: -2; I: ·
smiles: Clc1ccc2nc(N3CCN(c4ccccc4)CC3)sc2c1
  A: -11; B: 4; C: 10; D: 0.7; E: -2; F: -3; G: 3; H: 9; I: -6
smiles: CCCCC(=O)N1CC2(C)CN(C(=O)CCCC)CC(C)(C1)C2=O
  A: -5; B: 6; C: -5; D: -0.2; E: -3; F: 2; G: 6; H: 7; I: -1
smiles: COc1cccc(OC)c1C(=O)Nc1ccc(CN2CCCCC2)cc1
  A: -11; B: 15; C: -10; D: 0.0; E: -7; F: -3; G: 16; H: 1; I: 0
smiles: CCCCOc1ccc(-c2nc(SCC(N)=O)n[nH]2)cc1
  A: -8; B: 18; C: -6; D: 0.6; E: 1; F: -4; G: 1; H: 2; I: -9
smiles: COc1ccc(CC(=O)NCCCSc2ccccc2)cc1OC
  A: -29; B: -12; C: 10; D: 2.2; E: 2; F: ·; G: -1; H: 1; I: ·
smiles: Cc1ccc([N+](=O)[O-])cc1NC(=O)c1cccs1
  A: 9; B: 17; C: -17; D: 0.9; E: -1; F: 1; G: -3; H: 3; I: 17

Structural class, the entries above containing a Cl atom
Field names – A = TAAR1 antagonist; B = M1 PAM parental; C = CHO-K1 Ca antag; D = M1 ag parental; E = CHRM1 agonist; F = OXTR potentiator; G = CHRM1 antagonist; H = TAAR1 ag; I = CHO parental Ca
smiles: O=C(NC1CCOCC1)C1CCC(=O)N(Cc2ccc(Cl)cc2)C1 (configuration not stated)
  A: -11; B: 24; C: 3; D: 0.3; E: 0; F: -2; G: -15; H: 2; I: 1
smiles: Cc1ccccc1CNC(=O)CN(c1ccccc1Cl)S(C)(=O)=O
  A: -11; B: 8; C: -2; D: 0.7; E: -7; F: -3; G: -3; H: 3; I: -7
smiles: O=C(O)c1ccc(-c2noc(-c3cccc(Cl)c3)n2)cc1
  A: 12; B: 11; C: -8; D: 0.1; E: -1; F: -4; G: -5; H: 1; I: -4
smiles: Cc1ccc(CN(C)C(=O)CCNC(=O)c2ccc(Cl)cc2)o1
  A: -9; B: -4; C: -4; D: 0.5; E: -7; F: ·; G: -5; H: 2; I: ·
smiles: COc1ccccc1N(CC(=O)N1CCCCC1C)S(=O)(=O)c1ccc(Cl)cc1 (configuration not stated)
  A: -6; B: 22; C: -11; D: 0.5; E: -9; F: ·; G: -27; H: -2; I: ·
smiles: Clc1ccc2nc(N3CCN(c4ccccc4)CC3)sc2c1
  A: -11; B: 4; C: 10; D: 0.7; E: -2; F: -3; G: 3; H: 9; I: -6

Next compounds:
Results follow in this order: TAAR1 antagonist | M1 PAM parental | CHO-K1 Ca antag | M1 ag parental | CHRM1 agonist | OXTR potentiator | CHRM1 antagonist | TAAR1 ag | CHO parental Ca
- COc1cc(CNC(C)(C)CO)cc(Br)c1OCc1ccccc1
  -20 | 8 | -8 | 2.7 | -12 | -3 | -2 | 16 | -14
- CCCNC(=O)c1noc2c1CCc1cc(OC)ccc1-2
  -7 | -10 | 5 | 0.6 | -2 | -2 | 5 | 8 | -12
- Cc1ccc(C2CC(c3ccc(NS(C)(=O)=O)cc3)=NN2C(=O)c2ccco2)cc1 (configuration not stated)
  -10 | 21 | 5 | 5.4 | -5 | -4 | 13 | 19 | -14
- CCCCOc1ccc(S(=O)(=O)Nc2ccc(NC(C)=O)cc2)cc1
  27 | 8 | 10 | 5.1 | 12 | -9 | 6 | 21 | 0
- CCOC(=O)c1c(C)nc2ccccn12
  -1 | 13 | -21 | 0.5 | -3 | -1 | 2 | 3 | -15
- CC(=O)Nc1ccc(Nc2ccccc2)cc1
  -30 | 17 | -12 | 0.2 | -4 | -3 | -28 | 1 | 9
- O=C(OCC(=O)N1N=C(c2ccc(Cl)cc2)CC1c1ccco1)c1cccnc1 (configuration not stated)
  -1 | 7 | -12 | -0.9 | -1 | -3 | -2 | -1 | -8
- CN(C1CCCCC1)S(=O)(=O)c1ccc(Cl)c(C(=O)O)c1
  11 | 20 | -11 | 0.2 | -3 | -11 | -1 | 6 | -5
- O=C(CN1C(=O)C2CC=CCC2C1=O)NCc1ccc2c(c1)OCO2 (configuration not stated)
  -10 | 24 | -2 | 0.9 | -4 | -6 | -2 | 6 | -8
- COc1ccc(Sc2ccccc2CN(C)C)cc1OC
  -15 | 6 | -4 | 0.1 | -2 | -3 | -28 | 7 | -16
- C[C@H](CO)N1C[C@H](C)[C@@H](CN(C)S(=O)(=O)c2cccs2)Oc2ccc(NS(=O)(=O)c3ccc(F)cc3)cc2C1=O
  11 | 2 | 2 | -0.3 | -8 | -8 | -20 | 13 | -7
- O=C(COC(=O)CCC(=O)c1cccs1)Nc1cccc(S(=O)(=O)N2CCOCC2)c1
  0 | 12 | -5 | 2.4 | -1 | -9 | -29 | 7 | -8
- CC(=O)N1N=C(c2ccccc2O)OC1(C)CC(=O)Nc1ccccc1 (configuration not stated)
  -15 | 21 | 0 | 3.0 | -7 | -5 | -6 | -1 | -7
- COc1cccc(NC(=O)COC(=O)c2c(F)cccc2F)c1
  8 | 15 | -7 | 1.6 | -6 | -2 | -5 | 1 | -3
- O=C1CN(C(=O)NCC(=O)N[C@@H](Cc2ccccc2)C(=O)O)c2ccccc2N1
  4 | -5 | 3 | 0.2 | -2 | 3 | -6 | 2 | -3
- O=C(COC(=O)c1ccc(OC(F)F)cc1)NCCC1=CCCCC1
  -14 | -8 | -9 | -0.1 | -5 | -7 | 4 | -1 | -16
- COc1ccc(CN(C)C[C@H]2OCCCC[C@H](C)Oc3ccc(NC(=O)CCC(F)(F)F)cc3C(=O)N([C@@H](C)CO)C[C@@H]2C)cc1
  -8 | 8 | -2 | -0.9 | -2 | · | -28 | 0 | ·
- O=C(COC(=O)c1cc([N+](=O)[O-])ccc1Cl)NC1CCCC1
  -11 | 9 | -8 | 0.0 | -8 | -5 | -1 | 1 | -19
- Nc1cc(C(=O)OCC(=O)NC(c2ccccc2)c2ccccc2)ccc1Cl
  -16 | 14 | -2 | 0.4 | -3 | 2 | 12 | 1 | 3
- COC(=O)[C@]12CCCCC=C1N(Cc1cccc3ccccc13)C(=O)[C@H](CC(=O)N1CCN(C(=O)c3ccco3)CC1)C2
  43 | 8 | -18 | 5.8 | · | · | · | 10 | ·
- CCCCCCSc1ccc([C@@H]2[C@@H]3C(=O)N(CC)C(=O)[C@@H]3[C@]3(C(=O)OC)CCCCN23)cc1
  8 | 10 | -12 | -0.4 | -1 | -7 | 7 | 0 | -25
